# Vif-A3G inh: blocks the Vif interaction with human APOBEC3G. Potency, µM (series often up to 46.1 µM), without a hit: top-dose activity, negative = active, usual class: inhibitors. HeLa A3G-eYFP + Vif (tagged APOBEC3G with the HIV-1 protein that degrades it), YFP fluorescence, overnight. 410,000 tested, 0.076% active. Q9HC16. AID 602310;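 also: potency is read from the fitted curve at half-maximal effect; % is scaled to controls: 0 for no effect and ±100 for the full control effect; nearly all actives have a fitted effect of over 60% in size; hits raise eYFP signal because A3G escapes Vif-driven loss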
#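 HeLa cells stably expressing Vif and C-terminally eYFP-tagged A3G, seeded overnight at 37 deg C, then exposed to compound by pintool overnight at 37 deg C. Rise in yellow fluorescence (Ex 488/Em 500-530, Acumen) marks blocked Vif-driven A3G degradation.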
# RXFP1 agonist: RXFP1 (human) receptor agonism; HEK293T-RXFP1 cAMP TR-FRET, 30 min; response scale: percent of porcine relaxin response, buffer zero; Q9HBX9; 370,000 tested, 0.3% active; Potency, µM (doses to about 57.5 µM), for inactives: top-dose activation, usual class: activators; also: potency is read from the fitted curve at half-maximal effect; % is scaled to controls: 0 for no effect and ±100 for the full control effect; nearly all actives have a fitted effect of over 60% in size; many of its hits are not listed in these tables
#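 HEK293T cells stably expressing RXFP1 were pretreated with the PDE4 inhibitor Ro 20174, exposed to compounds for 30 min at 37C, lysed, and cAMP was read by TR-FRET. Data normalized to buffer (basal) and 29 nM porcine relaxin (100%).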
# D1 potentiator: enhances dopamine response at the human D1 receptor | P21728 | HEK293 TREx D1 cells, calcium flux, dopamine EC20 potentiation | potentiation, % at 10 µM | 360,000 tested, 0.036% active | AID 504651; in the data active = potentiation above about 30%; also: 0% is about no effect
# Target sequence (P21728 whole entry, looked up): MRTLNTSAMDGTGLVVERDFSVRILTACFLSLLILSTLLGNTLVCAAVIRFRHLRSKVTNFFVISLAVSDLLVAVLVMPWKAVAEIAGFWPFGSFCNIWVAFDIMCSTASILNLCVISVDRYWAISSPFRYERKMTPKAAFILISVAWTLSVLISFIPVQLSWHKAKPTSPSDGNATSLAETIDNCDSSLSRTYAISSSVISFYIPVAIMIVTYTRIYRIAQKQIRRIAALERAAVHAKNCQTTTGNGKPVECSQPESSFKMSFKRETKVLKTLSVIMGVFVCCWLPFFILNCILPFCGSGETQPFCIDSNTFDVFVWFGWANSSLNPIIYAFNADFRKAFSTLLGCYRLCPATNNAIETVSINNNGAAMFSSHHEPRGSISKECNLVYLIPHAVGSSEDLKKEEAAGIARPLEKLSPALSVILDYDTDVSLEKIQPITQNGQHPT
# Glioma ERSR ind: inducers of ER stress response in human glioma cells | U87-MG GRP78 promoter luciferase reporter, 16 h | Potency, µM, for the others: at the highest dose activation, actives largely listed as activators | 420,000 tested, 0.02% active | AID 602332; also: potency is read from the fitted curve at half-maximal effect; series mostly up to about 76 µM; % of control where 0% means no effect; nearly all actives have a fitted effect of over 35% in size
#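 Stably transfected U87-MG human glioma cells carrying a GRP78-based luminescent sensor were seeded at 1000 cells/well, pin-dosed with compounds and incubated 16 h. Luciferase reagent was then added, and end-point luminescence was read after 10 min at room temperature.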
# LDHA inh: blocks human lactate dehydrogenase A; AID 1347041; purified LDHA, NADH/diaphorase-resazurin fluorescence; stronger effect = lower value; 480,000 tested, 0.15% active; activity change, % (values are at about 110 or 230 µM); in the data active = activity change below about -30%; inconclusive = mostly about -25% to -30%;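 also: plate controls were DMSO wells for no effect and wells without enzyme for full effect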
#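 Human LDH5 (2 nM) was incubated with 0.06 mM NADH and 0.2 mM pyruvate for 5 min at room temperature in Tris pH 7.4. Remaining NADH was coupled through diaphorase/resazurin, and resorufin fluorescence was read at 0 and 20 min.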
# D1 ag: human D1 receptor agonism. 360,000 tested, 1% active. activation, % at 2 µM. AID 504660. HEK293 T-REx D1 cells, calcium flux, agonist mode; in the data active = activation above about 30%; also: 0% is about no effect
#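 Inducible HEK293 T-REx D1 cells, force-coupled to calcium signalling, were plated at 4000 cells/well with tetracycline and held overnight at 30 C. After no-wash calcium dye loading, compound-evoked calcium rise over 180 s flagged agonists.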
# D2 PAM: positively modulates the human D2 dopamine receptor allosterically. AID 485347. potentiation, % at 10 µM. 340,000 tested, 0.34% active. P14416. HEK293 T-REx D2, calcium flux, EC20 dopamine potentiation;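 active = potentiation over 3 SD above the plate norm, cut at about 30% in these data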; also: 0% is about no effect
# Target sequence (P14416 whole entry, looked up): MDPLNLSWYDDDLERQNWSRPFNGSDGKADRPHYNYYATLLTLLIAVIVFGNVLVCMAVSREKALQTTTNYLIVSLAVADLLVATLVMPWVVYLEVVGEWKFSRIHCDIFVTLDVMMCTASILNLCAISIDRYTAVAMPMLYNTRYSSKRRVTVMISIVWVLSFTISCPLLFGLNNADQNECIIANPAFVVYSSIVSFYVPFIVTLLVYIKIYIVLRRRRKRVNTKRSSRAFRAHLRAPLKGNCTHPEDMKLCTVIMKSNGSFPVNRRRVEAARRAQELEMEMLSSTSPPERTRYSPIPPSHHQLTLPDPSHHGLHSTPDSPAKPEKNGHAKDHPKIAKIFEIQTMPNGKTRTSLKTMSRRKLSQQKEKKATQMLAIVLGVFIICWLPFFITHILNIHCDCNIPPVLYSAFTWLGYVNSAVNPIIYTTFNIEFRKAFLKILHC
#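 Potentiation of an EC20 dopamine calcium response measured kinetically over 180 s, after a preceding 180 s compound-only read flagging agonists. Cells: inducible Hek293 Trex D2 line, 4000/well, cultured overnight at 30 C before dye loading.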
# D1 antag: blocks dopamine activation of the human D1 receptor. P21728. HEK293 TREx D1 cells, calcium flux, dopamine EC80; stronger effect = lower value. activity change, negative = inhibition, % at 10 µM. 360,000 tested, 3.2% active. AID 504652; in the data active = activity change below about -30%; also: % is scaled to controls: 0 for no effect and ±100 for the full control effect
#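 HEK293 T-REx cells expressing inducible, force-coupled D1 receptor; no-wash Ca dye, 30–90 min RT. Cmpd → 180 s read at 1 Hz → EC80 DA → 180 s read.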
# Vif-APOBEC3F blk: blocks the Vif interaction with APOBEC3F; HeLa A3F-eYFP + Vif (tagged APOBEC3F with the HIV-1 protein that degrades it), YFP fluorescence increase; Potency, µM (top dose mostly 46.1 µM), without a hit: at the highest dose activity, negative = active; 390,000 tested, 0.2% active; AID 602313; also: potency is read from the fitted curve at half-maximal effect; % of control where 0% means no effect; nearly all actives have a fitted effect of over 65% in size
#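 HeLa cells stably expressing Vif plus C-terminally eYFP-tagged A3F were seeded, incubated overnight at 37 deg C, dosed with compound, incubated overnight again at 37 deg C. Yellow fluorescence (Ex 488/Em 500-530) reported blocked Vif-mediated A3F-eYFP degradation.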
# * = called active by the depositor; ? = inconclusive; . = not tested or not shown; & = joins results of further samples. Unless noted, calls follow the shape of the dose curve; as a rule, active = well fitted curve in the direction sought with a large enough effect; inconclusive = small, poorly fitted or top-dose-only effect, or another doubt; inactive = no such curve, though single readings can be large; an effect the other way counts as inactive or inconclusive. An excerpt, so the mix of outcomes need not match the whole.
SMILES,Vif-A3G inh,RXFP1 agonist,D1 potentiator,Glioma ERSR ind,LDHA inh,D1 ag,D2 PAM,D1 antag,Vif-APOBEC3F blk
COc1cccc(NC(=O)CN(C)C(=O)c2cc(-c3ccccc3)nc3ccccc23)c1,-6%,-0.4%,-4,-4%,-7,3,-6,-9,5%
Cc1cc(C(=O)COC(=O)c2ccc([N+](=O)[O-])o2)c(C)n1CC1CCCO1 (stereo not drawn),-7%,0.4%,-3,-1%,2,11,4,-20,-8%
Cc1c(NC(=O)CSC(=S)N2CCCC2)c(=O)n(-c2ccccc2)n1C,0%,-0.5%,1,-4%,-3,4,0,7,3%
COC(=O)c1c(NC(=O)c2c(-c3ccccc3Cl)noc2C)sc2c1CCC2,-1%,0.0%,4,-2%,-4,1,-3,2,-2%
CCCCC(C(=O)NC(C)c1ccccc1)C(=O)NC(C)c1ccccc1 (stereo not drawn),3%,-1.0%,-4,4%,-7,4,12,-1,15%
Cc1ccc(S(=O)(=O)NCCSc2nnc(N)s2)cc1,1%,0.4%,1,-4%,-4,1,4,-2,2%
CCCn1nnc(NC(=O)c2ccc(OC)cc2)n1,2%,0.0%,4,-8%,-4,0,0,14,-1%
CC(C)C(=O)Nc1ccc(C(=O)Nc2ccc(Br)cc2F)cc1,0%,0.3%,0,2%,-6,4,-4,-16,-19%
Cc1cc(C(=O)N2CCc3c([nH]c4ccccc34)C2c2cccc(Cl)c2)nn1C (stereo not drawn),-9%,0.4%,-2,4%,0,5,2,6,-3%
CN(C(=O)c1cccc(NC(=O)Cc2ccc(NC(=O)C3CCN(C(=O)CCc4ccccc4)CC3)cc2)c1)C1CCCCC1,-4%,.,.,-1%,1,.,.,.,-2%
COc1cc(CNc2ccc3[nH]c(=O)[nH]c3c2)ccc1OCc1ccccc1,1%,0.1%,1,4%,2,1,1,-10,2%
CCCCCCn1c(COc2ccccc2F)nnc1SCC(=O)c1c(N)n(C)c(=O)n(C)c1=O,.,0.4%,1,.,.,0,32*,8,.
C=CCn1c(CSc2nc3ccccc3s2)nnc1SCC(=O)NCc1ccco1,-6%,-0.7%,-1,-4%,-7,3,-3,-4,0%
Cc1cccc(C)c1OCc1cc(C(=O)NCC2CC2)no1,-9%,-0.2%,-8,4%,-1,0,-3,1,-2%
COc1c2occc2c(OC)c2c(=O)cc(C(F)(F)F)oc12,0%,0.6%,7,-4%,3,2,3,-1,-15%

# Retrieved one by one from above (3):
SMILES,Vif-A3G inh,RXFP1 agonist,D1 potentiator,Glioma ERSR ind,LDHA inh,D1 ag,D2 PAM,D1 antag,Vif-APOBEC3F blk
COc1cc(CNc2ccc3[nH]c(=O)[nH]c3c2)ccc1OCc1ccccc1,1%,0.1%,1,4%,2,1,1,-10,2%
COc1cccc(NC(=O)CN(C)C(=O)c2cc(-c3ccccc3)nc3ccccc23)c1,-6%,-0.4%,-4,-4%,-7,3,-6,-9,5%
CCCCCCn1c(COc2ccccc2F)nnc1SCC(=O)c1c(N)n(C)c(=O)n(C)c1=O,.,0.4%,1,.,.,0,32*,8,.

# Additional entries follow:
SMILES,Vif-A3G inh,RXFP1 agonist,D1 potentiator,Glioma ERSR ind,LDHA inh,D1 ag,D2 PAM,D1 antag,Vif-APOBEC3F blk
O=C(CCN1C(=O)C2CCCCC2C1=O)Nc1nc2ccc(F)cc2s1 (stereo not drawn),0%,2.8%,-1,0%,-9,3,4,2,-7%
COc1cc2c(cc1NC(=O)COc1ccccc1OC)oc1ccccc12,1%,6.0%,8,-2%,-5,6,2,11,6%
O=C(NC(=S)NC12CC3CC(CC(C3)C1)C2)c1ccc(F)cc1,1%,.,.,-5%,-6,.,.,.,?
COc1ccccc1Nc1nc(N)nc(CN2CCOCC2)n1,-1%,2.1%,-3,-2%,3,1,11,1,5%
O=C(N/N=C1\CC(c2ccccc2)Oc2ccccc21)c1ccc(O)cc1 (stereo not drawn),-7%,-3.8%,0,3%,-3,0,4,1,-2%
COc1ccccc1N1CCN(S(=O)(=O)Cc2ccccc2Cl)CC1,-1%,1.3%,-3,-5%,0,1,-5,-6,-6%
COCC(=O)Nc1nc2ccccc2s1,1%,-0.9%,-3,-3%,-4,1,-9,5,2%
O=C(CCCCCn1c(=O)c2sccc2n(CC(=O)Nc2cc(C(F)(F)F)ccc2Cl)c1=O)NCc1ccccc1Cl,3%,2.1%,1,-5%,-5,4,-7,-3,6%
O=C(CCc1nc(-c2ccccc2F)no1)NC1CCN(Cc2ccccc2)CC1,-2%,-1.5%,-6,-1%,2,31*,14,-30*,-3%
CC(OC(=O)Cc1ccc(F)cc1)C(=O)N1CCc2ccccc21 (stereo not drawn),1%,3.4%,0,-2%,-4,12,-2,-13,-7%
O=C1Nc2ccc(Br)cc2C1(O)c1ccccc1 (stereo not drawn),-1%,7.5%,-11,-5%,1,5,0,-4,-16%
C[C@@H]1CN([C@@H](C)CO)C(=O)Cc2cc(NS(=O)(=O)c3ccccc3)ccc2O[C@H]1CN(C)S(C)(=O)=O,1%,.,.,-6%,-1,.,.,.,-2%
CC(C)(C)NS(=O)(=O)c1ccc(N2C(=O)c3ccccc3C2=O)cc1,1%,0.5%,-1,-3%,0,4,0,-23,0%
Cc1cc(C)c2c(N)c(C(=O)N3CCN(c4ncccn4)CC3)sc2n1,-1%,6.5%,-4,-1%,-6,0,.,4,-6%
Nc1cccc(-c2nc3ncccc3o2)c1,0%,6.8%,0,0%,-2,2,5,7,-18%
Cn1c(N)c(C(=O)CSc2nnnn2-c2ccccc2)c(=O)n(C)c1=O,2%,1.4%,2,-3%,1,2,-13,-5,-6%
Nc1cc(=O)[nH]c(SCC(=O)Nc2ccccc2Sc2ccccc2)n1,8%,1.3%,-5,1%,0,-1,-4,11,-6%
Cc1ccccc1C(=O)N1[C@@H](C(C)C)COc2cc(Br)ccc2S1(=O)=O,-1%,.,.,-4%,1,.,.,.,3%
O=C1CCC(C(=O)Nc2ccc(OC(F)F)cc2)N1 (stereo not drawn),0%,0.7%,-8,-5%,-4,5,9,6,2%
Cc1cccc(-n2c(N)c(C(=O)NCCN3CCOCC3)c3nc4ccccc4nc32)c1,1%,3.4%,-6,-3%,-1,1,-1,14,.
CSc1cccc(NC(=S)N2CCCN(Cc3cccc(Cl)c3)C2)c1,-8%,-0.8%,4,3%,-4,7,.,9,-6%
CCN1C(=O)CSc2ccc(C(=O)NCc3ccccc3)cc21,-2%,3.8%,-6,0%,-1,5,-14,-7,3%
O=C(O)C1=C[C@@H](c2ccc3c(c2)OCO3)C[C@@H](OCc2ccc(CO)cc2)O1,0%,-0.7%,0,-3%,0,-7,12,-5,-9%
Cc1cccc(C)c1OCC(=O)NNC(=O)Nc1ccc(Cl)cc1,-1%,0.1%,-2,-4%,-6,20,-7,19,2%
CC1=C(C(=O)OC2CCCCCC2)C(c2ccc(Cl)cc2)CC(=O)N1 (stereo not drawn),-5%,-0.4%,5,-5%,-12,9,1,10,-8%
COc1ccc(S(=O)(=O)Cc2ccc(C(=O)N3CCN(c4cc(C)ccc4C)CC3)o2)cc1,-6%&1%,1.4%&5.0%,-9&-5,-6%&-5%,1&4,1&16,-5,-5&-13,-14%&-4%
Cc1cc(OCCCn2ccnc2)cc(C)c1Cl,-1%,-0.3%,-9,-3%,-2,8,-9,-31*,3%
CCN(CC)S(=O)(=O)c1cccc(-c2nnc(SCC(=O)c3cc(C)n(C)c3C)o2)c1,2%,1.3%,2,-6%,-5,0,6,-1,1%
Cc1c(Cl)cccc1NC(=O)CSC(C)c1nc2ccccc2c(=O)[nH]1 (stereo not drawn),5%,1.1%,0,-3%,0,0,2,-2,12%
Cc1cc(N/N=C/c2ccccc2)nc(NCc2ccccc2)n1,2%,2.0%,-3,4%,-4,4,-8,-5,4%
O=C(/C(=C\c1ccccc1)c1nc2ccccc2[nH]1)c1ccc(Cl)cc1,-15%,-0.1%,-8,-6%,-6,3,5,4,1%
COc1ccc2ccccc2c1C(O)c1nccn1C (stereo not drawn),8%,0.0%,-8,-2%,26,6,10,-4,?
CC(=O)N1CCC(N(C(=O)Nc2ccc(C)c(C)c2)C2CCCC2)CC1,2%,-0.4%,-6,4%,-6,1,-4,7,0%
O=C(CN1CCN(c2ccc(F)cc2)CC1)Nc1ccccc1Br,-5%,0.8%,-2,-7%,0,3,9,0,-10%
COCCCn1c(=O)c2sccc2n2c(CCCC(=O)NCc3ccc(F)cc3)nnc12,0%&-1%,?,-3&0,-4%&-1%,-4&0,3&1,9&-10,-9&7,1%&-2%
O=C(c1ccccc1)c1cncc(Br)c1,2%,0.6%,-10,-2%,4,1,12,-9,.
CC(C)Sc1nc2ccc(Br)cc2[nH]1,0%,-0.1%,-5,9%,-1,5,-9,-33*,1%
CCOc1cc(C2C3=C(CC(C)(C)CC3=O)OC3=C2C(=O)CC(C)(C)C3)cc([N+](=O)[O-])c1O,0%,-0.3%,0,-1%,-1,-1,-3,-16,8%
Cc1cc2cc(CNC(=O)NC3CCCCC3)ccc2n1C,-5%,?,1,-4%,-13,-3,4,3,3%
CCN(Cc1nc2ccccc2c(=O)[nH]1)C(=O)CN1C(=O)NC2(CCCCC2C)C1=O (stereo not drawn),8%,-0.3%,-2,-3%,-1,2,-7,-16,0%
COc1cc(OC)c(NC(=O)CS(=O)(=O)Cc2nc(-c3ccc(C)cc3)oc2C)cc1Cl,2%,1.7%,.,-1%,3,2,11,-10,3%
COc1ccc(N2CCN(CCCNC(=O)Cn3c(-c4cccs4)cc4ccccc43)CC2)cc1,1%,3.3%,-4,0%,1,3,-10,3,-9%
CCn1ccc2cc(S(=O)(=O)N3CCCN(C(=O)Nc4ccccc4OC)CC3)ccc21,2%,0.2%,1,-2%,-7,1,-3,-1,-4%
Cc1ccccc1NC(=O)c1ccc(F)c(S(=O)(=O)N(C)Cc2ccccc2)c1,7%,0.1%,-2,-2%,6,1,13,11,1%
